Screens: PubChem, The Scripps Research Institute Molecular Screening Center
LYPLA1 inh = LYPLA1 (human) inhibition in PME1 counter-screen; O75608; inhibition, % at 5.9 µM; 0.16% of 320,000 active; AID 2174; recombinant LYPLA1, FP-Rh probe fluorescence polarization;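 active = inhibition above the mean of all tested compounds plus 3 SD, set per campaign, cut at about 14% in these data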;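 note: inhibitors block serine hydrolase probe labeling of LYPLA1 so polarization falls; 0% = enzyme with DMSO and 100% = wells lacking LYPLA1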
LYPLA2 counter = blocks human lysophospholipase 2, a PME1 counter-screen; inhibition, % at 5.9 µM; AID 2177; recombinant LYPLA2, FP-Rh probe fluorescence polarization; O95372; 0.38% of 320,000 active;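 active = inhibition above the screen-wide mean plus 3 SD, limit set per campaign, cut at about 26% in these data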;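 note: 0% = LYPLA2 with DMSO and 100% = wells lacking LYPLA2 enzyme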
PAD4 inh = blocks human protein arginine deiminase 4; recombinant PAD4, RCA probe fluorescence polarization; inhibition, % at 6.36 µM; 0.41% of 330,000 active;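 active = percent inhibition above a cutoff equal to the mean of all tested compounds plus 3 SD, cut at about 15% in these data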;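 note: 0% = PAD4 with RCA probe and DMSO and 100% = probe without PAD4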
GSTO1 counter = counter-screen for RBBP9 inhibitors: inhibitors of human GSTO1; AID 1974; 1.1% of 300,000 active; inhibition, % at 5.96 µM; recombinant GSTO1, activity-based probe fluorescence polarization; P78417;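 active = inhibition above the campaign mean inhibition plus 3 SD, cut at about 35% in these data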;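 note: 0% = GSTO1-1 with DMSO and 100% = wells lacking GSTO1-1 enzyme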
PREPL inh = human PREPL enzyme inhibition; recombinant PREPL, fluorescence polarization activity-based probe; 0.68% of 320,000 active; inhibition, % at 5.96 µM; AID 2751; Q4J6C6; in the data active = inhibition above about 43%;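 note: 0% = enzyme with DMSO and 100% = wells lacking enzyme; many of its hits are not listed in these tables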
PAFAH1B2 FP inh = inhibitors of human PAFAH1B2; inhibition, % at 3.39 µM; recombinant PAFAH1B2, FP-rhodamine activity probe, fluorescence polarization; P68402; 1.2% of 340,000 active;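 active = inhibition above the mean of all tested compounds plus 3 SD, cut at about 24% in these data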;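 note: 0% = enzyme with DMSO and 100% = wells lacking PAFAH1B2; many of its hits are not listed in these tables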
PAFAH1B3 inh = inhibitors of human PAFAH1B3. Q15102. recombinant PAFAH1B3, FP-rhodamine probe, fluorescence polarization. inhibition, % at 3.39 µM. 0.28% of 340,000 active;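 active = inhibition above the screen-wide average of all tested compounds plus 3 SD, cut at about 25% in these data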;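 note: 0% = enzyme with DMSO only and 100% = wells lacking PAFAH1B3 protein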
PME-1 primary = blocks human protein phosphatase methylesterase 1; recombinant PME-1, FP-Rh probe fluorescence polarization; inhibition, % at 5.9 µM; Q9Y570; 0.53% of 320,000 active;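 active = inhibition above the campaign mean of all compounds plus 3 SD, cut at about 26% in these data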;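 note: competitive labeling of PME-1 active site by serine hydrolase directed probe; 0% = PME-1 with DMSO and 100% = wells lacking PME-1 enzyme; inhibitors block probe labeling so polarization falls and inhibition rises; many of its hits are not listed in these tables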
Target sequence (Q9Y570 whole entry, looked up): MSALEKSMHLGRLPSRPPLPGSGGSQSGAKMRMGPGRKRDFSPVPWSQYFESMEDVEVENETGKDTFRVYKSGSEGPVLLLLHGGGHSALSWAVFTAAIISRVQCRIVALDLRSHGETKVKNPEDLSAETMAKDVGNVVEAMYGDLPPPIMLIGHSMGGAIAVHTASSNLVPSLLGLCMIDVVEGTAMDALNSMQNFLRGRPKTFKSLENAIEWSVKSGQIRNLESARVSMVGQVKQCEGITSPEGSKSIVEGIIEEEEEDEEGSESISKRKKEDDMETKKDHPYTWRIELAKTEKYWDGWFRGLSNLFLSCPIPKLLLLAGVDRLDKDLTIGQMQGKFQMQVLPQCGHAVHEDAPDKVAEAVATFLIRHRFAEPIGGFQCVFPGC
pPAFAH inh = inhibitors of human plasma PAF acetylhydrolase (pPAFAH) | inhibition, % at 3.39 µM | AID 463082 | recombinant pPAFAH, FP-rhodamine probe fluorescence polarization | Q13093 | 1.5% of 330,000 active;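 active = inhibition above the mean inhibition across the screen plus 3 SD, cut at about 25% in these data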;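 note: inhibitors block binding of the rhodamine activity-based probe so polarization drops; 0% = enzyme with DMSO and 100% = wells lacking pPAFAH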
Target sequence (Q13093 whole entry, looked up): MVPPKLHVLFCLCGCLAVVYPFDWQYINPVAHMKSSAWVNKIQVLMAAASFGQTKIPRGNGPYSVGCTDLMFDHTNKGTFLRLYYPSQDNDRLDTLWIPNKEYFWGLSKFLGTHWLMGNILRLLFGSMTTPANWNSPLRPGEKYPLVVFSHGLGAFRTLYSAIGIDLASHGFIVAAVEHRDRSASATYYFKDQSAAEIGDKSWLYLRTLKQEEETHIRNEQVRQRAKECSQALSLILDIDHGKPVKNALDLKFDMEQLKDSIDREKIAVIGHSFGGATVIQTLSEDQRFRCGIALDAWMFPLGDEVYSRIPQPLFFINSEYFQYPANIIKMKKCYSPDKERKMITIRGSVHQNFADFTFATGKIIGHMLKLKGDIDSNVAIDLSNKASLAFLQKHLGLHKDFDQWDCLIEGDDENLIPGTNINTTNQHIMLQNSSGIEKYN
Active calls of the source: *; . = no result given.

entry	Structure	LYPLA1 inh	LYPLA2 counter	PAD4 inh	GSTO1 counter	PREPL inh	PAFAH1B2 FP inh	PAFAH1B3 inh	PME-1 primary	pPAFAH inh
1	C=CCn1cc(C(=O)NCC2CCCO2)c(=O)c2cc(S(=O)(=O)N3CCCCCC3)ccc21 (stereo unspecified)	-2	4	1	-7	19	3	5	2	13
2	O=C(Nc1ccc(F)cc1)c1cc(S(=O)(=O)N2CCCCC2)ccc1F	4	15	-1	-2	2	3	14	-6	5
3	Cc1nc(CSc2n[nH]c(=O)n2-c2cccc(F)c2)cs1	2	1	2	8	-3	2	9	0	4
4	Cc1c(Cl)c([N+](=O)[O-])nn1CCCC(=O)Nc1cc(Cl)ccc1Cl	-2	1	-3	1	21	-1	7	2	6
5	CCCN(CCC)c1ncnc2c1cnn2-c1ccc(OC)cc1	2	2	1	18	0	1	-1	-1	4
6	Cc1ccccc1NC(=O)c1ccccc1NC(=O)Cc1cccc2ccccc12	-3	-9	1	1	-7	2	2	-1	-4
7	CC(C)NS(=O)(=O)c1ccc(NC(=O)Cc2ccsc2)cc1	1	-2	0	-2	0	3	-1	11	2
8	COC(=O)/C=C/c1ccccc1CN1[C@@H](CC(=O)OC)c2ccccc2S1(=O)=O	0	8	-5	.	14	3	13	0	0
9	CCn1c(CNc2ccccc2Cl)nnc1SCC(=O)OC1CCCCC1	-1	2	0	5	19	5	1	2	4
10	O=C(c1cnn(C(=O)c2ccco2)c1)c1cc(F)ccc1O	.	.	1	.	15	4	2	.	1
11	COc1ccc(N2CCN(c3ccc(NC(=O)/C=C\C(=O)O)cc3)CC2)cc1	1	6	30*	74*	25	-6	12	2	25
12	COc1ccc(NC(=O)NCc2cccnc2)cc1OC	-5	2	-6	0	-2	3	1	5	2
13	CCC(Oc1ccccc1)C(=O)O/N=C(\N)c1ccc(OC)c(OC)c1 (stereo unspecified)	-4	1	-4	3	-11	3	-3	-2	9
14	O=S(=O)(NC1CC1)c1ccc(S(=O)(=O)N2CCN3CCCC3C2)cc1 (stereo unspecified)	1	3	-3	-2	0	7	9	2	0
15	O=C(/C=C/c1cccc([N+](=O)[O-])c1)Nc1ccccc1N1CCOCC1	1	7	-2	-2	15	1	8	0	3
16	CCc1ccc2c(c1)C1(NN=C(c3ccc(C)cc3)S1)C(=O)N2 (stereo unspecified)	-2	3	-6	-40	18	3	0	20	2
17	Cc1ccc(CN2C(=NC(=O)CCC(=O)O)SC3CS(=O)(=O)CC32)cc1 (stereo unspecified)	3	2	-6	-3	11	1	-1	-6	4
18	CC(=O)Nc1ccc(S(=O)(=O)Nc2ccc(-c3ccc4nnc(C)n4n3)cc2)cc1	-4	-4	1	-3	2	-3	-1	-5	4
19	COc1ccc(CNC(=O)c2cc3cccc(OC)c3oc2=N)cc1	-2	-2	-1	-2	-6	0	7	-3	1
20	COC(=O)c1sc2nc(SCc3ccccc3C)n(N)c(=O)c2c1C	-4	2	-6	3	-3	-1	3	3	7
21	CC(C)[C@H](NC(=O)c1ccc(Cl)c([N+](=O)[O-])c1)C(=O)NCc1ccc(Cl)cc1Cl	0	-2	-4	2	22	4	0	3	4
22	N#Cc1c(N)c(C(=O)c2ccc(Cl)cc2)n2c1CCC2	-1	-2	-4	0	22	1	-1	4	6
23	CCC1CCCCN1CCCNC(=O)Cn1nc(-c2ccccc2)ccc1=O (stereo unspecified)	-6	-4	-7	-3	6	-5	0	-9	3
24	FC(F)Oc1ccc(NC(=S)NCc2nc3ccccc3[nH]2)cc1	-1	4	-3	-2	-6	6	9	-2	3
25	O=C(COC(=O)C12CC3CC(CC(O)(C3)C1)C2)NC12CC3CC(CC(C3)C1)C2	2	-6	-11	12	-6	3	8	-3	7
26	Cc1ccc(NC(=O)NNC(=O)c2sccc2-n2cccc2)cc1	-1	-3	-1	4	11	3	-1	-5	22
27	CC(=O)N1CCc2cc(N=NC3=C(O)CCCC3=O)ccc21	0	10	-5	-1	2	2	7	0	3
28	CC(=O)NCCc1nc2ccccc2n1CCOc1cccc(C)c1	-1	-3	0	-2	-27	7	2	0	6
29	Cc1ccccc1-c1nc(CS(=O)(=O)CC(=O)N2CCOCC2)c(C)o1	1	6	-6	-2	10	2	15	-3	5
30	CCCCC(CC)C(=O)Nc1cc(C(=O)NCc2ccc(C)cc2)ccc1N1CCC2(CC1)CC(c1ccccc1)=NO2 (stereo unspecified)	-5	-9	-3	-9	31	8	-2	-12	1
31	Cc1nnc(SCc2cc(=O)n3[nH]cnc3n2)s1	-2	-6	-3	4	0	-3	-2	-5	1
32	COc1ccc(NC(=O)c2cc3ccccc3o2)cc1S(=O)(=O)N1CCCCC1	.	.	0	.	7	3	7	.	2
33	Cc1ccc2c(c1)c1nc3ccccc3nc1n2C	-1	0	-1	-2	-5	-2	2	-10	-6
34	O=C(Nc1cnn(Cc2ccc(Cl)cc2)c1)c1cnccn1	1	4	-2	-2	3	12	8	3	4
35	COc1cnc(-c2ccccn2)nc1Sc1ccc(Cl)cc1	1	-2	-6	4	32	2	11	-6	0
36	O=C(c1ccccc1Cl)N1CCN(S(=O)(=O)N2CCCCC2)CC1	-4	1	-1	5	13	4	7	4	2
37	Clc1ccc(-c2nnc(-c3ccccc3Cl)o2)cc1	-2	0	3	-2	6	4	1	-6	3
38	C=CCn1c(C(C)NC(=O)CC)nc2ccccc21 (stereo unspecified)	3	1	-1	2	10	1	7	3	4
39	C[C@H]1CN([C@@H](C)CO)C(=O)c2cccc(NC(=O)C3CC3)c2O[C@H]1CN(C)C(=O)Nc1ccc2c(c1)OCO2	.	.	0	.	16	0	11	.	-4
40	Cc1nc2c(=O)[nH]c(=S)n(C)c2nc1C	3	-4	-5	5	-4	1	5	2	3
41	Nc1n[nH]c(N)c1N=Nc1ccccc1F	1	1	3	3	0	6	5	3	-1
42	COc1cccc(N(CC(=O)NC2CCCC2)C(=O)Cn2nnc(-c3ccc(C)cc3)n2)c1	1	5	1	0	2	1	2	-1	1
43	COc1ccc(-c2cc(C(=O)N3CCN(S(=O)(=O)c4ccc(C)cc4)CC3)[nH]n2)cc1	-2	-2	-2	19	-8	7	17	-9	-5
44	COc1ccc2[nH]c3c(c2c1)CCN1C(=O)C(CC(=O)NCCN2CCOCC2)C[C@H](C(=O)N2CCOCC2)[C@@]31C (stereo partly specified)	.	.	3	.	.	1	5	.	1
45	COc1cccc(Oc2nc(-c3ccccc3O)nc3ccccc23)c1	-8	-6	0	-1	-3	0	8	-7	0
46	CC(=O)c1ccc(OCCCC(=O)N2CCN(S(=O)(=O)c3cc(C)ccc3C)CC2)cc1	6	11	-3	4	8	-1	-3	10	-2
47	CCSc1nnc(-c2ccc(S(=O)(=O)N3CCOCC3)cc2)n1C	3	10	-1	-5	19	2	8	3	0
48	CCC1C/C(=C/c2ccco2)C(=O)/C(=C/c2ccco2)C1 (stereo unspecified)	1	4	0	8	3	.	.	-4	37*
49	COc1cc(C)ccc1OCCOCCOc1cccc2ccc(C)nc12	1	7	1	-3	-7	2	1	0	3
50	CCN1C(=O)N[C@H](c2ccc(Br)cc2)C(C(=O)OC)=C1C	0	-1	4	-2	5	1	8	1	3
51	O=C(Cn1cc(S(=O)(=O)Cc2ccccc2)c2ccccc21)N1CCOCC1	1	-4	-7	0	7	4	0	5	1
52	O=C(Nc1ccc([N+](=O)[O-])cc1)N1CCCCCC1	0	-1	-3	0	11	-1	3	6	1
53	Cc1cc(C)c(C(=O)OCC(=O)NCc2cccs2)c(C)c1	-1	2	-1	5	-8	9	10	2	1
54	COc1ccccc1CNC(=O)C(C)n1cccc1C(=O)c1ccccc1 (stereo unspecified)	0	8	1	10	6	1	7	10	-4
55	Cc1cccc(C(C)C)c1NC(=O)COC(=O)c1cccc(S(=O)(=O)N2CCc3ccccc3C2)c1	3	2	-5	4	0	5	1	5	2
56	COc1ccc(CC(=O)Nc2ccc(C(=O)NCC(C)C)cc2)cc1	3	0	-1	2	3	3	-2	-3	7

Along the list, quoted from above.
LYPLA1 inh for entries 45–50: -8, 6, 3, 1, 1, 0
PAD4 inh for entries 45–50: 0, -3, -1, 0, 1, 4

Results in PAFAH1B2 FP inh, LYPLA1 inh and PAD4 inh (5 entries from above):
cpd	SMILES	PAFAH1B2 FP inh	LYPLA1 inh	PAD4 inh
55	Cc1cccc(C(C)C)c1NC(=O)COC(=O)c1cccc(S(=O)(=O)N2CCc3ccccc3C2)c1	5	3	-5
46	CC(=O)c1ccc(OCCCC(=O)N2CCN(S(=O)(=O)c3cc(C)ccc3C)CC2)cc1	-1	6	-3
41	Nc1n[nH]c(N)c1N=Nc1ccccc1F	6	1	3
51	O=C(Cn1cc(S(=O)(=O)Cc2ccccc2)c2ccccc21)N1CCOCC1	4	1	-7
37	Clc1ccc(-c2nnc(-c3ccccc3Cl)o2)cc1	4	-2	3

Some of these compounds in order of their number in PREPL inh, descending.
nr	SMILES	PAD4 inh	PREPL inh	PAFAH1B2 FP inh	PAFAH1B3 inh	PME-1 primary	pPAFAH inh
41	Nc1n[nH]c(N)c1N=Nc1ccccc1F	3	0	6	5	3	-1
45	COc1cccc(Oc2nc(-c3ccccc3O)nc3ccccc23)c1	0	-3	0	8	-7	0
53	Cc1cc(C)c(C(=O)OCC(=O)NCc2cccs2)c(C)c1	-1	-8	9	10	2	1

Only part of the results is shown, so the mix of outcomes need not match the whole.
